# 15-hLO inh: qHTS Assay for Inhibitors of 15-hLO (15-human lipoxygenase); purified 15hLO-1, xylenol orange hydroperoxide absorbance; Potency, µM (top dose mostly 57.1 µM), for the others: at the top dose activity change, negative = inhibition, actives largely listed as inhibitors; hit rate 1.4% among 74,000; note: nearly all actives have a fitted effect of over 55% in size
# Target sequence (P16050 whole entry, looked up): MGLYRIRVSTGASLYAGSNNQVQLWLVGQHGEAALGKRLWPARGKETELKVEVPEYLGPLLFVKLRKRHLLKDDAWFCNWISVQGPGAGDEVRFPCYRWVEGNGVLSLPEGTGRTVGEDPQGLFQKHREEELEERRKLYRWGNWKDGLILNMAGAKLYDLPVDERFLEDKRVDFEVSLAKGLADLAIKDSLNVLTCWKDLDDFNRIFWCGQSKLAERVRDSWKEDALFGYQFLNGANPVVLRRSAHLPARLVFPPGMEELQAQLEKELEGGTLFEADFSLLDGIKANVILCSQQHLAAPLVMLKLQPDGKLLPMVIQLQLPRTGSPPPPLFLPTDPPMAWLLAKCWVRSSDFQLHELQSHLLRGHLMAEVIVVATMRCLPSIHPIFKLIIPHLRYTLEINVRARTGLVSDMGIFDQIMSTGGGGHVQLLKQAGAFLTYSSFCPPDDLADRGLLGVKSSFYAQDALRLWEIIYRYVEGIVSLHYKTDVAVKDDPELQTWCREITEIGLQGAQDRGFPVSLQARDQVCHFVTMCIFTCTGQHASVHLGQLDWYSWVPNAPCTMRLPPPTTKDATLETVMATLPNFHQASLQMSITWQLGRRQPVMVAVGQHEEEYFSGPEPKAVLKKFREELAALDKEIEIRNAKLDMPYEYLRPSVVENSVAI
#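 Inhibition is scored from a chromogenic endpoint. After 15 min enzyme-compound contact, arachidonic acid (50 uM final) reacts 6 min with 40 nM 15hLO-1 at room temperature, then Fe-XO reagent is added for 30 min and absorbance ratio recorded.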
# HADH2 inh: qHTS Assay for Inhibitors of HADH2 (Hydroxyacyl-Coenzyme A Dehydrogenase, Type II); Potency, µM (highest dose often 57.1 µM), for inactives: at the top dose activity change, negative = inhibition, most hits filed as inhibitors; recombinant HADH2, NADH fluorescence, beta-hydroxybutyryl-CoA; hit rate 3.4% among 73,000; note: nearly all actives have a fitted effect of over 60% in size; many of its hits are not listed in these tables
# Target sequence (Q99714 whole entry, looked up, one chain of several): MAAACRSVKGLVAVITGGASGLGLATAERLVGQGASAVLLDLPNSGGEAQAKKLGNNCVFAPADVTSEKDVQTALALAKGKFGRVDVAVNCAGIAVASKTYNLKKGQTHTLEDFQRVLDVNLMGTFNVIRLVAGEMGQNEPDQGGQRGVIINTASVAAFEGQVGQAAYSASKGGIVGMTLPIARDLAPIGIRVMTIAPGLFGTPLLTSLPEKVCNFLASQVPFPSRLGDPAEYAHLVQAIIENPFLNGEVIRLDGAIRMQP
#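 His-tagged recombinant enzyme from E. coli, 20 nM, preincubated 15 min RT with compound; reaction started with 1 mM NAD+ and 90 uM beta-hydroxybutyryl-CoA in 100 mM Tris-HCl pH 9.0. NADH fluorescence (ex 360/em 450) read over 4 min; last-minus-first difference.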
# * hit, by the source's call; ? = inconclusive. Calls come from the whole dose curve; as a rule, active = well fitted inhibition curve with a large enough effect; inconclusive = small, poorly fitted or top-dose-only effect; inactive = no such curve, though single readings can be large or run the other way. % is set by controls: 0 for no effect and ±100 for the full control effect; potency is the fitted concentration of half-maximal effect. An excerpt (hit frequency here may not be typical).
smiles | 15-hLO inh | HADH2 inh
O=C(NC1CCCCC1)c1ccc(Cc2nc3ccccc3[nH]2)cc1 | -4% | 8%
Fc1ccc([C@@H]2CCNC[C@H]2COc2ccc3c(c2)OCO3)cc1 | -6% | 9%
N#Cc1cc2c(nc1SCC1COc3ccccc3O1)CCC2 (centres undefined) | -10% | -5%
O=S(=O)(NC1CCCCC1NCc1ccco1)c1ccc(Cl)cc1 (centres undefined) | -14% | 3%
CN(C)CCCN1C(=O)C(=O)/C(=C(/O)c2ccc(S(=O)(=O)N(C)C)cc2)C1c1ccncc1 (centres undefined) | 15% | 6%
CC(=O)Nc1ccc(S(=O)(=O)NC(CC(=O)NCCC2=CCCCC2)C(C)C)cc1 (centres undefined) | -9% | 1%
COc1nc(Nc2ccc(C(C)=O)cc2)nc(OC)n1 | 1% | -29%
COc1ccc(-c2nc3c(c(SCC(=O)N4CCOCC4)n2)COC(C)(C)C3)cc1 | 5% | 12%
Cc1ccc(S(=O)(=O)Nc2ccccc2C(=O)O)c(C)c1 | -5% | ?
CS(=O)(=O)N1CCN(C(=O)c2cc3ccccc3oc2=O)CC1 | -3% | -7%
O=C(Cc1coc(-c2ccc(F)cc2)n1)NCc1ccccc1 | -1% | 6%
Cc1c(C(=O)N2CCN(CCc3ccccc3)CC2)oc2ccccc12 | -11% | -3%
CCOCCCNC(=O)c1cc2sc(Cl)cc2n1CC | -1% | 3%
COc1ccc(NC(C)=O)cc1NC(=O)CN1CCN(c2ccccn2)CC1 | 11% | 6%
O=C(CN1C(=O)CCSc2ccccc21)Nc1ccccc1 | -6% | -6%
CCCCNc1cc(=O)n(C)c(=O)n1C | 4% | 1%
O=C(O)c1cccc(C(=O)Cc2ccccc2)c1 | 5% | -4%
CCN(CC)CCCCNC(=O)c1ccc(Cc2nc3ccccc3[nH]2)cc1 | 1% | -7%
Cc1ccc(S(=O)(=O)c2nc(Nc3nccs3)sc2Cl)cc1 | -25% | -14%
CCc1nn(CCCC(=O)N2CCc3ccccc3C2)c(=O)c2cc3occc3n12 | -7% | -11%
COc1ccc(OC)c(NC(=O)CCn2cccc2)c1 | 6% | -11%
CSc1nnc2n(C)c3c(c(=O)n12)C1(CCCC1)Cc1ccccc1-3 | 0% | 10%
CN(C(=O)c1ccccc1C(=O)c1ccccc1)C1CCS(=O)(=O)C1 (centres undefined) | -11% | 5%
c1ccc(-c2ccc(CN3CCN(c4ncccn4)CC3)cc2)cc1 | -3% | 14%
Cc1scc(C(=O)NCc2ccco2)c1-c1ccccc1 | -9% | -25%
NCC[C@H](O)C(=O)N[C@@H]1C[C@H](N)[C@@H](O[C@H]2O[C@H](CN)[C@@H](O)[C@H](O)[C@H]2O)[C@H](O)[C@H]1O[C@H]1O[C@H](CO)[C@@H](O)[C@H](N)[C@H]1O | 0% | -3%
Cc1ccc(S(=O)(=O)N2CCN(C(=O)CN3CCCC3)C2)cc1 | -6% | 7%
COc1ccc(NC(=O)Nc2ccc(N3CCCC3=O)cc2)cc1OC | 11% | 6%
C(=C\c1ccccc1)/CSc1nnc(-c2cccnc2)o1 | 6% | -20%
CN(C)CC(C)(C)CNC(=O)c1ccc(-n2c(=O)c(=O)[nH]c3ccccc32)cc1 | -3% | -18%
CC(C)(C)c1cc(NC(=O)c2cc(F)c(F)c(F)c2F)no1 | 2% | 3%
Cc1onc(-c2ccccc2Cl)c1C(=O)NCc1cccnc1 | 6% | -4%
O=C(NCc1ccco1)C1c2ccccc2Oc2ccccc21 | -12% | ?
COC(=O)C(C(=O)OC)C(C(=O)OC)C(C(=O)OC)C(=O)OC | 2% | 2%
CCC(C)NC(=O)C1CCN(C(=O)c2ccccc2)CC1 (centres undefined) | 4% | 2%
CCN1CCCC1CNC(=O)c1ccc(-n2c(=O)c(=O)[nH]c3ccccc32)cc1 (centres undefined) | -1% | -1%
CC(=O)c1ccc(OCC(O)COc2ccc(C(C)=O)cc2)cc1 | -2% | 1%
O=C(CCn1cccc1)N1CCc2ccccc21 | -2% | -3%
Cc1cc(C)c(C)c(S(=O)(=O)Nc2ccccc2C(=O)O)c1C | -5% | ?
Nc1nc(SCC(=O)NCCCO)nc2sc3c(c12)CCC3 | -8% | -7%
CCOc1ccc(CCNC(=O)c2cc3sccc3n2C)cc1OCC | -16% | 2%
COC(=O)C(c1cc(OC)c(O)c(OC)c1)(N1CCNC(C)C1)C(F)(F)F (centres undefined) | -2% | -18%
C=CCc1ccc(OCCOCCNCCOC)c(OC)c1 | 0% | 7%
Cc1ccc(C(=O)Nc2nnc(-c3ccncc3)s2)o1 | 4% | ?
CCOC(=O)Cc1cc(=O)[nH]c(Nc2nc3ccccc3o2)n1 | 25% | -18%
COc1ccc(NC(=O)CSc2nc3c(c(=O)[nH]2)CCC3)cc1OC | -16% | 5%
CCc1ccc(C(=O)NCc2cccs2)s1 | -4% | 6%
CCCCOC(=O)c1ccc(NC(C)=O)cc1 | -1% | -2%
CC(=O)c1cccc(NC(=O)Oc2ccccc2)c1 | 11% | 7%
CC1CC(=O)N(CC(=O)Nc2ccc3c(c2)OCO3)c2ccccc2S1 (centres undefined) | 3% | -1%

# (further entries)
smiles | 15-hLO inh | HADH2 inh
CC(=O)c1ccc(N2CCN(CCC#N)CC2)c(F)c1 | 2% | -6%
O=C(c1ccc(Cc2nc3ccccc3[nH]2)cc1)N1CCOCC1 | -8% | -7%
O=C(NC1CCCCCCC1)c1c(O)c2ccccc2[nH]c1=O | -4% | 5%
Cn1c(CNc2ccccc2)nc2ccccc21 | 6% | 3%
Cn1c(=O)c2c(-c3ccccc3)n(C3CCCCC3)cc2n(C)c1=O | -7% | 3%
O=Nc1c(-c2c(O)[nH]c3cc(Br)ccc23)[nH]c2ccccc12 | -25% | -3%
Cc1onc(-c2ccccc2)c1C(=O)NCc1ccco1 | 1% | -5%
S=c1[nH]ncn1/N=C/c1ccc(Br)cc1 | ? | -6%
CCOc1ccc(N2C(=O)CC(N3CC(C)OC(C)C3)C2=O)cc1 (centres undefined) | 1% | 12%
Cc1cc(C(=O)NCc2ccco2)cs1 | 4% | 6%
O=C(NCCCN1CCOCC1)c1ccc(Cc2nc3ccccc3[nH]2)cc1 | -1% | 0%
COC(=O)c1cc(OC)c(OC)cc1NC(=O)C1CCCO1 (centres undefined) | -7% | ?
O=C(OCCN1C(=O)c2ccccc2C1=O)c1cccs1 | -6% | -1%
Cn1c(=O)c2c(nc(N3CCOCC3)n2C)n(C)c1=O | -3% | 2%
CCOc1ccc(Nc2cc(=O)n(C)c(=O)n2C)cc1 | -1% | 2%
CCOC(=O)c1cc(C)n(S(=O)(=O)c2ccc(C)cc2)c1C | -6% | -1%
CC(C)NC(=O)Nc1cccs1 | -23% | ?
CCSc1nnc(C)c2ccccc12 | 0% | 5%
O=C(Nc1c(-c2ccccc2)nc2sccn12)c1ccccc1 | 3% | ?
O=C(Cc1ccc(Cl)cc1)Nc1ccccc1CO | 1% | -1%
Cc1ccc(S(=O)(=O)C(C#N)c2nc3ccccc3nc2N2CCCCC2)cc1 (centres undefined) | -2% | 2%
Cc1cc(C(=O)NC(C)c2ccncc2)no1 (centres undefined) | -3% | -26%
CCC1SC2=NC(C)=C(C(=O)OC)C(c3ccc(C(=O)OC)cc3)N2C1=O (centres undefined) | -4% | 22%
CCCCNCCCOc1cccc(Cl)c1 | 7% | 2%
CC(C(=O)NCc1ccccn1)N1C(=O)c2ccccc2C1=O (centres undefined) | 5% | 8%
CC1CC(=O)N(CC(=O)NCc2ccc3c(c2)OCO3)c2ccccc2S1 (centres undefined) | 6% | 2%
CN(C)CCN(C)C(=O)c1ccc(-n2c(=O)c(=O)[nH]c3ccccc32)cc1 | -7% | -13%
COc1ccc(C(=O)OCCN2C(=O)c3ccccc3C2=O)cc1 | -1% | 4%
c1ccc(Nc2nc(N3CCOCC3)nc(N3CCOCC3)n2)cc1 | -12% | 8%
N#CC1=C(Nc2ccc(Br)cc2)CCC1 | -1% | -10%
CCOC(=O)C1CCCN(Cc2cc(OC)c(O)c(OC)c2)C1 (centres undefined) | 1% | -6%
Cc1cccn2c(=O)c3cc(C#N)c(=NC(=O)c4ccncc4)n(Cc4ccco4)c3nc12 | -8% | 4%
COc1ccccc1N1CCN(Cc2ccc(OC)c(OC)c2OC)CC1 | -5% | 3%
O=c1[nH]ncn2cccc12 | -2% | -4%
CCN(CC)CCOc1cccc(C(C)C)c1 | -2% | 1%
O=C(CCN1C(=O)c2ccccc2C1=O)N1CCN(Cc2ccccc2)CC1 | -3% | 19%
O=C(NCCN1CCCCC1)c1ccc(Cc2nc3ccccc3[nH]2)cc1 | 4% | 3%
O=C(Nc1ccon1)c1cccc(C(F)(F)F)c1 | -3% | -6%
Cc1cccc(NC(=O)c2ccc3ccccc3n2)n1 | -21% | -2%
Cc1nn(C(C)C(=O)N2CCN(c3ccccn3)CC2)c(=O)c2cc3occc3n12 (centres undefined) | 0% | 4%
N#CCSc1nnc(-c2ccccc2)c(-c2ccccc2)n1 | -8% | -22%
O=S(=O)(Nc1ccc(N2CCCCC2)cc1)c1cccc2cccnc12 | -1% | 11%
Cc1ccc(C(=O)N2CCN(C3CCCCC3)CC2)s1 | 1% | 10%
c1ccc(CNn2c(N3CCOCC3)nc3ccccc32)cc1 | -2% | 3%
O=S(=O)(c1ccccc1)C1(S(=O)(=O)c2ccccc2)CCCC1 | 1% | 11%
Cc1ccc(-n2nnc3c(SCC(=O)NCc4ccco4)ncnc32)cc1 | -8% | 18%
O=C(O)CC1=C(O)C(=O)N(c2ccccc2)C1c1ccccc1 (centres undefined) | 4% | -29%
CC(CCc1ccccc1)NC(=O)c1cc2sccc2n1C (centres undefined) | ? | 1%
Cc1cnn(C(=O)c2ccccc2Br)c1 | -3% | -1%
O=C(CSc1nnnn1-c1ccccc1)CSc1nnnn1-c1ccccc1 | -15% | -20%

# Record cards, from the list above. Order of values: 15-hLO inh | HADH2 inh
# Listed for Cc1ccc(C(=O)N2CCN(C3CCCCC3)CC2)s1 : 1% | 10%
# Listed for CC1CC(=O)N(CC(=O)NCc2ccc3c(c2)OCO3)c2ccccc2S1 (centres undefined) : 6% | 2%
# Listed for Cc1cc(C(=O)NCc2ccco2)cs1 : 4% | 6%

# Further compounds
smiles | 15-hLO inh | HADH2 inh
CC(C)N(C(=O)Nc1ccc2nccnc2c1)C(C)C | -19% | ?
CCOC(=O)c1cccc(NC(=O)CNC(=O)C2CCCCC2)c1 | 0% | 18%
O=C(O)c1ccccc1NS(=O)(=O)c1ccc(F)c(Cl)c1 | 0% | -16%
[O-][n+]1c2ccc3nonc3c2nn1-c1ccccc1Cl | -4% | 15%
CC1=CC(=C2N=C(c3ccccc3)OC2=O)C=C(C)O1 | -11% | 12%
Cc1ccc(N=Cc2cccc(O)c2O)c(C)c1 | 6.3µM* | 1µM*
O=C(N1CCN(c2ccc(F)cc2)CC1)C12CC3CC(CC(C3)C1)C2 | -11% | -7%
Cc1cc(C)c(S(=O)(=O)NCCCN2CCOCC2)cc1Br | -2% | 9%
Cc1c(C(=O)NCc2ccoc2)oc2ccc3c(c12)C(=O)CC(C)(C)O3 | -10% | ?
Cc1occc1C(=O)Nc1nnc(C2CCCCC2)s1 | -6% | -3%
O=C(Nc1cnccn1)c1cccs1 | 6% | -7%
Cc1onc(-c2ccccc2)c1C(=O)NCc1cccnc1 | 11% | 1%
CC(=O)Oc1ccc2oc(C)c(C(=O)N3CCOCC3)c2c1 | -9% | 11%
O=C(Nc1ccccc1C(F)(F)F)N1CCN(c2ccc3nncn3n2)CC1 | 2% | 0%
O=c1c(-c2ccc(F)cc2)coc2cc(O)ccc12 | -7% | 2.5µM*
O=C(O)c1cnccn1 | -13% | -3%
Cc1cc(C)c(C#N)c(SCC2COc3ccccc3O2)n1 (centres undefined) | -7% | -11%
CCOC(=O)NC(Nc1ccc(C)cn1)(C(F)(F)F)C(F)(F)F | 0% | 5%
Cc1nc(SCCC(=O)O)c2ccccc2n1 | 12% | -5%
Cc1cc(C(=O)N2CCN(c3ccccn3)CC2)no1 | 2% | 2%
Nc1ccc2nn(-c3cccc4ccccc34)nc2c1 | ? | ?
CCCCN(C)CCC(=O)Nc1ccc(OC)cc1OC | 11% | 1%
O=C1CCCC(O)=C1C=Nc1ccc(O)cc1 | 4% | ?
CN(c1ccc(C(=O)NCC2CCCO2)cc1)S(=O)(=O)c1ccccc1 (centres undefined) | -1% | 2%
COc1cccc(C2OC(=O)c3ccccc3N2C(C)=O)c1OC(C)=O (centres undefined) | -4% | 17%
O=C(O)c1ccc(NS(=O)(=O)c2cc(C(=O)O)ccc2Br)cc1 | 3% | -6%
c1ccc(-n2ncc3c(NCCCN4CCOCC4)ncnc32)cc1 | 0% | -12%
O=C(NC1CCN(Cc2ccccc2)CC1)c1ccc(-n2c(=O)c(=O)[nH]c3ccccc32)cc1 | -7% | 19%
CC(Oc1ccc(Br)cc1)C(=O)NCc1cccnc1 (centres undefined) | -10% | 3%
Cc1cc(C(=O)NC2CCCc3ccccc32)no1 (centres undefined) | -6% | 8%

# Screens (PubChem)
